# Smad3 inh = Smad3 (human) transcription factor binding inhibition; TR-FRET Smad3/Dy647-FoxH1 peptide binding, europium anti-His; inhibition, % at 25 µM; actives 0.29% (n = 88,000); P84022;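 active = compounds that reduce the energy-transfer binding signal between the protein and its labelled peptide by more than half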;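 note: 0% = Smad3 plus labelled peptide maximal FRET and 100% = peptide-only background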
# Target sequence (P84022 whole entry, looked up): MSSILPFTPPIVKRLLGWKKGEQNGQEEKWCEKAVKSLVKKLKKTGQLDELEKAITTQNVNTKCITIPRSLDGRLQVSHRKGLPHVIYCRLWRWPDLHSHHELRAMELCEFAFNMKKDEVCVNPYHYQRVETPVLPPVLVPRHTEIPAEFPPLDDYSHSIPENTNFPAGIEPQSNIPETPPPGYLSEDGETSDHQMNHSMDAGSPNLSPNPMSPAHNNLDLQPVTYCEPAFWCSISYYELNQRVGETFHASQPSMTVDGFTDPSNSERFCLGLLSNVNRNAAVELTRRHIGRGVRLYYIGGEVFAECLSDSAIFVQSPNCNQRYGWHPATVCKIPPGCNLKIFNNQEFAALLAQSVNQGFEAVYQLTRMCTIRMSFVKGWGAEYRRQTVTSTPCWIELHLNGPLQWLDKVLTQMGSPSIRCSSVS
# F-actin modifier = cytoskeleton assembly modification | HUVEC TNFa F-actin phalloidin imaging, high content | inhibition, % at 2 µM | actives 0.18% (n = 91,000) | AID 836;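 active = inhibition above the batch mean plus 3 SD and confirmed as a hit by visual image inspection, cut at about 30% in these data, passing the limit was not always enough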; note: strong numbers were not always called active
# sEH activator = increases human soluble epoxide hydrolase activity. activation, % at 2 µM. purified human sEH enzymatic activity, activator screen. actives 0.04% (n = 91,000). P34913. AID 717; in the data active = activation above about 37%; note: values of inactives mirror those of a sister screen read the other way
# Target sequence (P34913 whole entry, looked up): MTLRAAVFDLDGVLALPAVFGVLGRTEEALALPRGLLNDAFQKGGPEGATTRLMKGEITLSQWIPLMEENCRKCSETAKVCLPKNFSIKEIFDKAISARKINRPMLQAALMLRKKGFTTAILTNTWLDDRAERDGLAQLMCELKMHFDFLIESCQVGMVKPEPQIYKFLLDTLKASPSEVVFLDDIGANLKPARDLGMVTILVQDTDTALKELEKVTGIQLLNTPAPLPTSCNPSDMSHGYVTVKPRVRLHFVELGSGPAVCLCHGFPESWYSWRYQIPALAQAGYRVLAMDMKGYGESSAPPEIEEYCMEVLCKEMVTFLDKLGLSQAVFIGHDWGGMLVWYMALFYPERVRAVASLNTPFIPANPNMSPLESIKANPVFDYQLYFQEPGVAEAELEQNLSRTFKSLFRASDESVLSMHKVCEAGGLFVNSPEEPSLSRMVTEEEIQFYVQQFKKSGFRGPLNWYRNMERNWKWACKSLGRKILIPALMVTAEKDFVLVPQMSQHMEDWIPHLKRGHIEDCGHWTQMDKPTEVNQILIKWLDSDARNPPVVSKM
# HUVEC tox TNFa = toxic to HUVEC cells under TNF alpha stimulation; cell count reduction, % at 2 µM; actives 0.17% (n = 93,000); AID 848; HUVEC TNFalpha-stimulated, Hoechst cell count, imaging;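 active = cell count reduction exceeding the screen mean by over 5 SD, scaled to untreated wells per plate, cut at about 78% in these data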;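 note: cells counted after 24 h of TNF alpha exposure following the 1 h pretreatment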
# Candida biofilm = kills Candida albicans biofilms. actives 0.14% (n = 85,000). C. albicans biofilm + clotrimazole, Alamar Blue. AID 834. inhibition, % at 6 µM;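 active = inhibition above 20%; inactive = inhibition below 20%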;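 note: preformed 24 hr biofilms exposed to compound for 48 hr; 0% = biofilm without compound and 100% = blank killed by clotrimazole plus chlorhexidine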
# sEH inhibitor = inhibitors of human soluble epoxide hydrolase. AID 707. recombinant human sEH enzymatic activity assay. P34913. inhibition, % at 2 µM. actives 0.34% (n = 91,000); in the data active = inhibition above about 80%; note: values of inactives mirror those of a sister screen read the other way; many of its hits are not listed in these tables
# VCAM1 TNFa inh = reduces TNF alpha induced VCAM1 expression in HUVEC; HUVEC TNFa-induced VCAM-1 immunofluorescence, high-content imaging; inhibition, % at 2 µM; actives 0.48% (n = 95,000); AID 802;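 active = inhibition above the batch mean plus 3 SD, with images confirmed as a hit by eye, cut at about 37% in these data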;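 note: 0% = TNF-stimulated DMSO wells and 100% = unstimulated control wells; not every result past the cut was called active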
# HUVEC tox IL1B = HUVEC cytotoxicity counter-screen, IL-1B stimulated; HUVEC cell count loss, Hoechst imaging; cell count reduction, % at 2 µM; actives 0.41% (n = 94,000); AID 845;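 active = cell count reduction more than 3 SD above the screen-wide mean, cut at about 70% in these data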;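 note: normalized per plate to untreated control cells as the no-loss baseline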
# ERb coact inh = blocks coactivator binding to human estrogen receptor beta. Q92731. TR-FRET ER-beta LBD / SRC1-Cy5 peptide binding; receptor agonist-loaded with 1 µM estradiol. inhibition, % at 25.6 µM. actives 1.3% (n = 86,000);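 active = compounds whose percent inhibition of the receptor-coactivator binding signal exceeds about 50% in the single-dose screen, limit read from the data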;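 note: 0% = receptor plus peptide wells without compound and 100% = peptide-only wells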
# Starred values were filed as active, the others as inactive; / = no result given; [ ] = dose if it differs, or a comment. An excerpt; count on the stated rates, not on these rows.
SMILES	sEH activator	Candida biofilm	HUVEC tox TNFa	sEH inhibitor	HUVEC tox IL1B	ERb coact inh	F-actin modifier	VCAM1 TNFa inh	Smad3 inh
CN1CCN(S(=O)(=O)c2ccc(NC(=O)c3cccs3)cc2)CC1	-15	11	/	13	-4	-8	-21	-22	-3
Cn1cc(CNC(=O)C2c3ccccc3Oc3ccccc32)cn1	15	11	2	-14	29	-4	-16	4	6
CCN(CC)CCNc1nc2ccccc2n1C	12	11	-3	-13	-13	-9	-12	3	-2
Cc1ccc(-c2nn(-c3ccccc3)cc2CN(Cc2ccccc2)C(=O)CCC(=O)O)o1	4	8	-10	-5	0	0	0	0	1
COc1cccc(C(=O)CN2C3=NCCCN3c3ccccc32)c1	20	8	-7	-22	4	-5[fluorescence artefact?]	18	9	-3
COc1ccccc1NC(=O)CN1CCN(c2ccccn2)CC1	-9	6	-9	10	/	0	12	3	0
CCOC(=O)Cc1c(C)nc2c(C#N)c(C)nn2c1C	15	-3	11	-17	25	-4[fluorescence artefact?]	2	14	10
Cc1ccc(C(c2sc3ncnn3c2O)N2CCCCC2)cc1 (stereo unspecified)	14	1	-19	-11	-12	10[fluorescence artefact?]	4	8	-5
CC(CN1CCNCC1)(NS(=O)(=O)c1ccccc1)c1ccccc1 (stereo unspecified)	-2	4	-8	2	-24	-1	32	16	2
Cc1nn2cc(-c3ccc(-c4ccccc4)cc3)nc2s1	1	4	19	-1	-9	4[fluorescence artefact?]	-19	-33	-7
Cc1ccc(CSc2nc3ccccc3cc2C=O)cc1	-5	/	56	6	73*	/	-31	95*	/
CCCOC(=O)c1ccc(Oc2c(-c3ccc(OC)cc3O)n[nH]c2C)cc1	-4	4	-2	3	4	13[fluorescence artefact?]	0	-9	4
O=C(Nc1ccc(Cl)c(C(F)(F)F)c1)C1CCCN(S(=O)(=O)c2cnc[nH]2)C1 (stereo unspecified)	-92	6	6	92*	-74	-16	14	-6	9
CCOc1ccccc1OCCCOc1ccc([N+](=O)[O-])cc1Cl	12	/	-19	-15	10	/	9	21	/
C/C(=N\NC(=O)CC1N=C(Cc2ccccc2)NNC1=O)c1ccc(C)cc1 (stereo unspecified)	-12	6	52	15	-6	-6	-17	15	-23
Cc1cc(-c2ccco2)n2c(nc3ccccc32)c1C#N	-3	/	-35	2	0	/	-23	11	/
CC(C)(C)N1C(=O)Cc2c1nc(N)c1c(N)nc(N3CCCCC3CO)c(C#N)c21 (stereo unspecified)	20	-3	-5	-22	9	20[fluorescence artefact?]	-1	-2	10
CC1=C(C(N)=O)C(c2ccncc2)n2nc(-c3ccccc3Cl)nc2N1 (stereo unspecified)	9	21*	-12	-9	14	3	14	10	-10
COc1ccc(C2C(C#N)C(C#N)N3CCCN23)cc1 (stereo unspecified)	-7	4	-7	11	-10	5	16	11	6
COc1cccc2cc(C(=O)N3CCN(c4ccc(C)cc4C)CC3)c(=O)oc12	-12	2	0	12	-10	-12	-9	-1	3

# Exported as labelled records: part of the list above
CCOC(=O)Cc1c(C)nc2c(C#N)c(C)nn2c1C
  sEH activator: 15
  Candida biofilm: -3
  HUVEC tox TNFa: 11
  sEH inhibitor: -17
  HUVEC tox IL1B: 25
  ERb coact inh: -4[fluorescence artefact?]
  F-actin modifier: 2
  VCAM1 TNFa inh: 14
  Smad3 inh: 10

Cc1ccc(C(c2sc3ncnn3c2O)N2CCCCC2)cc1 (stereo unspecified)
  sEH activator: 14
  Candida biofilm: 1
  HUVEC tox TNFa: -19
  sEH inhibitor: -11
  HUVEC tox IL1B: -12
  ERb coact inh: 10[fluorescence artefact?]
  F-actin modifier: 4
  VCAM1 TNFa inh: 8
  Smad3 inh: -5

CC(CN1CCNCC1)(NS(=O)(=O)c1ccccc1)c1ccccc1 (stereo unspecified)
  sEH activator: -2
  Candida biofilm: 4
  HUVEC tox TNFa: -8
  sEH inhibitor: 2
  HUVEC tox IL1B: -24
  ERb coact inh: -1
  F-actin modifier: 32
  VCAM1 TNFa inh: 16
  Smad3 inh: 2

Cc1nn2cc(-c3ccc(-c4ccccc4)cc3)nc2s1
  sEH activator: 1
  Candida biofilm: 4
  HUVEC tox TNFa: 19
  sEH inhibitor: -1
  HUVEC tox IL1B: -9
  ERb coact inh: 4[fluorescence artefact?]
  F-actin modifier: -19
  VCAM1 TNFa inh: -33
  Smad3 inh: -7

# 4 of the entries above in order of their number in ERb coact inh, highest first.
canonical_smiles,sEH activator,sEH inhibitor,ERb coact inh,F-actin modifier,VCAM1 TNFa inh,Smad3 inh
COc1ccc(C2C(C#N)C(C#N)N3CCCN23)cc1 (stereo unspecified),-7,11,5,16,11,6
C/C(=N\NC(=O)CC1N=C(Cc2ccccc2)NNC1=O)c1ccc(C)cc1 (stereo unspecified),-12,15,-6,-17,15,-23
COc1cccc2cc(C(=O)N3CCN(c4ccc(C)cc4C)CC3)c(=O)oc12,-12,12,-12,-9,-1,3
O=C(Nc1ccc(Cl)c(C(F)(F)F)c1)C1CCCN(S(=O)(=O)c2cnc[nH]2)C1 (stereo unspecified),-92,92*,-16,14,-6,9

# Following part
SMILES	sEH activator	Candida biofilm	HUVEC tox TNFa	sEH inhibitor	HUVEC tox IL1B	ERb coact inh	F-actin modifier	VCAM1 TNFa inh	Smad3 inh
CCOc1ccc(CNC(=O)CCCOc2cc(=O)n(C)c3ccccc23)cc1	-48	8	-14	48	-5	-2	11	15	3
CCOC(=O)c1cccc(NC(=O)CN(C)S(=O)(=O)c2cnc[nH]2)c1	6	0	8	-6	-22	1	-22	-24	-17[fluorescence artefact?]
Cc1ccccc1-c1cc(C(=O)n2cccn2)c2cc(Cl)ccc2n1	8	/	4	-5	2	/	-12	-3	/
CCCC(=O)Nc1ccc(Cl)c(NC(=O)c2ccco2)c1	-24	7	0	24	-16	0	-3	-5	-2[fluorescence artefact?]
CC(=O)Nc1ccc(Oc2cnc3ccccc3n2)cc1	12	/	8	-12	-7	/	4	21	/
CCCSc1nnc(-c2ccccc2NC(=O)CC)c(=O)[nH]1	-4	3	/	9	-28	-2	15	36	7
O=C(CCCC(=O)N(CC(=O)NC1CCCCC1)Cc1ccc2c(c1)OCO2)Nc1ccccn1	16	7	-12	-12	-4	-3	6	7	-7
COC(=O)c1cc(S(=O)(=O)N2CCOCC2)ccc1Sc1ccccc1N	9	/	-8	-10	8	/	22	3	/
COCCCn1c(-c2ccc(OC)cc2)nc2nc3ccccc3nc21	/	3	-25	/	13	-4	38	3	7
CCOC(=O)c1[nH]c2ccc(OCC)cc2c1NC(=O)CN1CCN(c2ccccc2)CC1	1	0	-7	-3	6	9	-28	3	12

# Filtered by structure: the compounds so far containing an aryl thioether with sulfur outside any ring.
SMILES	sEH activator	Candida biofilm	HUVEC tox TNFa	sEH inhibitor	HUVEC tox IL1B	ERb coact inh	F-actin modifier	VCAM1 TNFa inh	Smad3 inh
Cc1ccc(CSc2nc3ccccc3cc2C=O)cc1	-5	/	56	6	73*	/	-31	95*	/
CCCSc1nnc(-c2ccccc2NC(=O)CC)c(=O)[nH]1	-4	3	/	9	-28	-2	15	36	7
COC(=O)c1cc(S(=O)(=O)N2CCOCC2)ccc1Sc1ccccc1N	9	/	-8	-10	8	/	22	3	/

# Next records follow.
SMILES	sEH activator	Candida biofilm	HUVEC tox TNFa	sEH inhibitor	HUVEC tox IL1B	ERb coact inh	F-actin modifier	VCAM1 TNFa inh	Smad3 inh
O=C(Nc1ccc2c(c1)OCO2)c1c(Cl)nc2sccn12	/	1	2	/	-37	-4	3	6	7
O=C(CCC(=O)OCC(=O)c1ccc(F)cc1)NC1CCCCC1	15	6	-8	-14	-6	0	4	3	6
CCn1c2ccccc2c2nc3cc(OC)c(OC)cc3nc21	1	/	-19	2	-13	/	-30	1	/
Cn1c(SCC(=O)Nc2cccc3ccccc23)nc(O)cc1=O	-3	/	8	5	-7	/	-25	-5	/
COc1ccccc1C(=O)Nc1ccc(N2CCN(Cc3ccccc3)CC2)cc1	-3	11	5	6	-5	-123[fluorescence artefact?]	6	21	-14
CCCCOc1ccc(NC(=O)CSCC(=O)OCC)cc1	-11	11	-14	10	-8	-6	48	22	-2
c1ccc(C(c2nnnn2C2CCCC2)N2CCN(c3nc4ccccc4s3)CC2)cc1 (stereo unspecified)	10	5	-6	-10	-36	4	8	6	6[fluorescence artefact?]
CCOC(=O)N1CCN(c2c(NCCCN3CCCCCC3)c(=O)c2=O)CC1	4	7	5	-5	14	0	8	17	2
COC(=O)c1sccc1NC(=O)c1ccc(Br)s1	2	1	0	0	-19	-16	-5	53*	-16[fluorescence artefact?]
Cc1cc(C)c(NC(=O)CS(=O)CC(=O)Nc2cccnc2)c(C)c1 (stereo unspecified)	-22	-4	-20	22	-14	-7	7	11	-1
Cn1c(-c2ccccc2)cnc1SCC(=O)N1CCCCC1	-68	3	-30	69	-21	-7	2	0	8[fluorescence artefact?]
Cc1cc2nc(-c3ccc(SCC(=O)Nc4ccc5c(c4)OCCO5)nc3)[nH]c2cc1C	-60	/	-48	59	-44	/	10	-35	/
Cc1ccccc1-n1c(SCC(=O)N2CCCC2)nnc1-c1ccccn1	3	-7	18	-1	19	-1	-12	-12	-2
O=C(O)CCC(=O)N(Cc1cccs1)Cc1cccs1	-11	3	-18	10	-52	46	13	-17	5
Cc1cc(C)c2c(c1)SC1=NC(c3ccccc3)(C(F)(F)F)NC(=O)N12 (stereo unspecified)	11	4	-13	-7	7	-9	15	12	0
COc1ccc(C(=O)/C=C(/C)N(C)C)cc1	-5	/	-27	3	-3	/	9	9	/
Cc1ccccc1-c1nnc(SCC(=O)Nc2ccc(Cl)cc2)n1N	5	1	-22	-4	22	10[fluorescence artefact?]	/	8	-11
N#Cc1c(N)n(CCc2ccc(F)cc2)c2nc3ccccc3nc12	-22	2	-24	24	0	3	8	-6	-6
CC(C)c1nnc(NC(=O)C2CCCCC2)s1	3	16	23	-4	26	-11	-7	11	1
COc1ccc(CCN2C(=O)CC(NCc3ccc4c(c3)OCO4)C2=O)cc1OC (stereo unspecified)	1	/	-4	-1	-10	/	44	-15	/
O=C(Nc1sc2c(c1C(=O)O)CCC2)c1ccccc1	-7	-5	-20	8	-16	76*	2	-20	6
CCOc1ccc2nc(N3CCOCC3)nc(C)c2c1	0	5	/	5	-42	-31	/	/	3
CCn1cc(Cl)c(C(=O)Nc2nc3ccccc3n2CCN2CCCCC2)n1	9	2	-54	-10	-3	-10	6	12	4
CCOc1ccccc1-n1c(SCC(=O)NC)nnc1-c1ccco1	11	-3	3	-15	-34	7	-42	-6	3[fluorescence artefact?]
COc1cc(C(=O)N(Cc2ccc(F)cc2)C2CCS(=O)(=O)C2)cc(OC)c1OC (stereo unspecified)	7	3	-14	-6	/	-8	-9	1	6
CCC(Oc1ccc(C)c(C)c1)C(=O)O (stereo unspecified)	-4	6	-9	3	-59	1	29	6	0
COCCNC(=O)c1cc2cc(Br)cc(OC)c2oc1=O	-8	-1	-48	7	-50	-1	20	-19	17[fluorescence artefact?]
Cc1cccc(-n2cnc(C(=O)N/N=C/c3ccccc3)c2)n1	-4	1	-24	2	3	17	5	-1	17
Cc1ccccc1C1=NC(c2ccc(F)cc2F)ON1 (stereo unspecified)	10	5	-35	-6	-17	1	12	9	2[fluorescence artefact?]
COc1ccc(Br)cc1/C(C)=N/NC1=NCCN1	-4	-1	-24	5	-23	-4	10	11	4
CCc1nc(NCCN2CCOCC2)c2oc3ccccc3c2n1	-11	6	-7	12	-8	-1	-6	-13	3
Cc1cc(C(=O)CSc2nc3ccccc3o2)c(C)n1C1CC1	-7	7	6	8	19	-2	/	-6	0[fluorescence artefact?]
